Screening results (PubChem BioAssay)
ZTA DNA inh: ZTA (EBV) inhibition in EBNA-1 counter-screen | inhibition, % at 11 µM | P03206 | ZTA-DNA binding, fluorescence polarization | AID 2234 | hit rate 0.15% among 320,000; in the data active means inhibition above about 33%
Target sequence (P03206 whole entry, looked up): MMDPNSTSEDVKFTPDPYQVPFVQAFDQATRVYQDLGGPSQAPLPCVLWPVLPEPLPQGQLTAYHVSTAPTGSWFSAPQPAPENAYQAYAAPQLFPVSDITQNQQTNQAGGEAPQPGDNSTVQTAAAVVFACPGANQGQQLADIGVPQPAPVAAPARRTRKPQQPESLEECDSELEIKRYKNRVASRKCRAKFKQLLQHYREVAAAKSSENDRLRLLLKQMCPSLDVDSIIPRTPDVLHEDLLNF
PAD4 FP inh: PAD4 (human) enzyme inhibition; hit rate 0.41% among 330,000; inhibition, % at 6.36 µM; Q9UM07; recombinant PAD4, RCA probe fluorescence polarization;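 active means percent inhibition above a cutoff equal to the mean of all tested compounds plus 3 SD, cut at about 15% in these data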;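 further: 0% = PAD4 with RCA probe and DMSO and 100% = probe without PAD4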
EBNA-1 inhibitor: blocks EBNA-1 binding to DNA | hit rate 0.34% among 300,000 | EBNA-1 DNA binding, fluorescence polarization | inhibition, % at 14.8 µM | AID 1950; in the data active means inhibition above about 28%
GSTO1 counter: blocks human GSTO1 in RBBP9 counter-screen; hit rate 1.1% among 300,000; P78417; inhibition, % at 5.96 µM; recombinant GSTO1, activity-based probe fluorescence polarization;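 active means inhibition above the campaign mean inhibition plus 3 SD, cut at about 35% in these data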;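 further: 0% = GSTO1-1 with DMSO and 100% = wells lacking GSTO1-1 enzyme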
LYPLA2 counter: counter-screen for PME1 inhibitors: inhibitors of human LYPLA2 | inhibition, % at 5.9 µM | recombinant LYPLA2, FP-Rh probe fluorescence polarization | hit rate 0.38% among 320,000 | O95372;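 active means inhibition above the screen-wide mean plus 3 SD, limit set per campaign, cut at about 26% in these data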;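 further: 0% = LYPLA2 with DMSO and 100% = wells lacking LYPLA2 enzyme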
LYPLA1 counter: counter-screen for PME1 inhibitors: inhibitors of human LYPLA1. inhibition, % at 5.9 µM. AID 2174. hit rate 0.16% among 320,000. recombinant LYPLA1, FP-Rh probe fluorescence polarization;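 active means inhibition above the mean of all tested compounds plus 3 SD, set per campaign, cut at about 14% in these data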;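 further: inhibitors block serine hydrolase probe labeling of LYPLA1 so polarization falls; 0% = enzyme with DMSO and 100% = wells lacking LYPLA1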
PREPL inh: inhibitors of human prolyl oligopeptidase-like enzyme PREPL; Q4J6C6; recombinant PREPL, fluorescence polarization activity-based probe; inhibition, % at 5.96 µM; hit rate 0.68% among 320,000; AID 2751; in the data active means inhibition above about 43%;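 further: 0% = enzyme with DMSO and 100% = wells lacking enzyme; many of its hits are not listed in these tables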
Target sequence (Q4J6C6 whole entry, looked up): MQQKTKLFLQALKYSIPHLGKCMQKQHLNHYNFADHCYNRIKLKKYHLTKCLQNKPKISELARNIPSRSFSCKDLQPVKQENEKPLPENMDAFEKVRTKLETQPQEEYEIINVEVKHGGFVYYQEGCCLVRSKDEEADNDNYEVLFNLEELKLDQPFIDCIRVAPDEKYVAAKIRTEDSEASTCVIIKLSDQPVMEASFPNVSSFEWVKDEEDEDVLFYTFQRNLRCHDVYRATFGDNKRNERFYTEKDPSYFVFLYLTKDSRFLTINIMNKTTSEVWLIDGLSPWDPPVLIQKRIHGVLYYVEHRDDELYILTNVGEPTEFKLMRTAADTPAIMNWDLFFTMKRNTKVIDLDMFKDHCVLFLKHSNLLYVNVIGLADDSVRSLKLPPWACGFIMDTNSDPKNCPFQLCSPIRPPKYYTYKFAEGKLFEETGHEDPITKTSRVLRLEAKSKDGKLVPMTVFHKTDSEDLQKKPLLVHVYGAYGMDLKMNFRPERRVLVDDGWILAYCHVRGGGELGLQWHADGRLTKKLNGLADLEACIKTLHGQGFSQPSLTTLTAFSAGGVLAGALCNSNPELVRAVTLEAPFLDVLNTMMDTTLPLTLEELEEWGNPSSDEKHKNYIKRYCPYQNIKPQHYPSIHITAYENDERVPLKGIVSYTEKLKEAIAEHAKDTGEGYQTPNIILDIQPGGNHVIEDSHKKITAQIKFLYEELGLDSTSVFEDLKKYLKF
PAFAH1B3 inh: blocks human PAF acetylhydrolase 1B catalytic subunit 3; Q15102; recombinant PAFAH1B3, FP-rhodamine probe, fluorescence polarization; inhibition, % at 3.39 µM; hit rate 0.28% among 340,000;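 active means inhibition above the screen-wide average of all tested compounds plus 3 SD, cut at about 25% in these data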;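 further: 0% = enzyme with DMSO only and 100% = wells lacking PAFAH1B3 protein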
PAFAH2 inh: inhibitors of human PAFAH2 | recombinant PAFAH2, FP-rhodamine activity probe, fluorescence polarization | inhibition, % at 3.39 µM | hit rate 0.99% among 340,000 | AID 492956;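 active means inhibition above the mean over all tested compounds plus 3 SD, cut at about 30% in these data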;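 further: inhibitors block probe labeling of enzyme so polarization drops; 0% = enzyme with DMSO and 100% = wells lacking PAFAH2 protein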
* hit, by the source's call; . = not tested or not shown. An excerpt. The share of hits here may be higher or lower than overall.

SMILES	ZTA DNA inh	PAD4 FP inh	EBNA-1 inhibitor	GSTO1 counter	LYPLA2 counter	LYPLA1 counter	PREPL inh	PAFAH1B3 inh	PAFAH2 inh
COCCCn1c(SCC(=O)n2c(C)c(C)c3ccccc32)nnc1-c1ccoc1C	7	5	8	-3	2	1	6	3	0
COCCCN1C(=O)C(=O)/C(=C(/O)c2ccc(C)cc2)C1c1ccccc1 (stereo not drawn)	-5	-4	2	8	-1	-6	15	7	5
COc1ccc(C2CC(c3cccs3)=NN2C(=O)CCC(=O)O)cc1OC (stereo not drawn)	-9	-1	7	3	4	1	5	-5	0
Cc1cccc(C(=O)NCCNC(=O)c2cnccn2)c1	-10	1	-6	-5	-2	1	-1	9	-5
Cc1ccc(C)n1-c1ccc(C(=O)/C=C/N(C)C)cc1	-13	-1	-10	4	-2	-4	-6	0	2
NCCCCCNC(=O)c1nc[nH]c1C(=O)NCC(=O)OCc1ccccc1	.	-1	.	.	.	.	5	9	-5
CC(C(=O)Nc1ccccc1)N1CCN(C(=O)c2ccco2)CC1 (stereo not drawn)	-13	-7	.	.	4	2	17	-1	-3
Cc1nnc(SCC(N)=O)n1CC1CCCO1 (stereo not drawn)	5	3	-17	-4	5	3	-5	5	-4
O=C(Cc1c(C(=O)O)[nH]c2ccccc12)NCCN1CCN(c2ccccc2F)CC1	-3	-5	0	2	2	-2	5	11	4
CC1(C)C2CCC(C2)C1(C)NC(=O)CN1CCOCC1 (stereo not drawn)	6	-1	11	-6	-4	-3	2	2	-2
CC(C)Oc1ccc(CNC(=O)CC(c2ccccc2)c2cc(Cl)ccc2O)cc1 (stereo not drawn)	0	0	8	-10	-35	-18	-7	-4	-19
CN(C)/C=N/c1cnc(C(=O)c2ccc(Cl)cc2)n1C	8	-1	-9	-5	3	-1	11	0	5
COc1ccc(S(=O)(=O)N2CCOC2CNC(=O)C(=O)NCC(C)C)cc1 (stereo not drawn)	-13	5	0	1	0	1	-5	3	-3
Cc1[nH]c2ccccc2c1C(=O)CN1CCSCC1	4	-3	7	-3	0	0	-1	12	1
CCOC(=O)c1c(NC(=O)c2cc(C)oc2C)sc(C(=O)Nc2ccc(Cl)cc2)c1C	5	-10	-15	-12	-9	-1	1	-5	-5
CS(=O)(=O)N(Cc1ccc(Cl)cc1)c1ccc(C(=O)Nc2cccnc2)cc1	12	-7	14	-8	10	-4	-14	2	1
NC(=O)C1(N2CCCCC2)CCN(CC(=O)Nc2ccc(Oc3ccccc3)cc2)CC1	1	0	0	-2	-2	-3	10	-8	6
CCOP(=O)(c1ccccc1)C1(O)CCCCC1 (stereo not drawn)	22	-3	-11	3	-1	-2	-1	7	1
CN1C(=O)[C@@H]2[C@@H]3C[C@@H]([C@H]4ON=C(c5ccc(Cl)cc5)[C@@H]34)[C@@H]2C1=O	1	-2	5	4	8	4	6	-5	-7
COC(=O)CCC/C=C1/SCC(NC(=O)c2ccccc2)C1NC(C)=O (stereo not drawn)	2	-3	0	9	0	-3	5	1	4
O=C(COc1ccc(C(=O)c2ccccc2)cc1)NC1CCCCCC1	-9	-5	4	1	10	3	-22	3	-1
COCCOc1ccc(C(F)(F)F)cc1Nc1nc2ccccc2o1	-11	7	4	-4	-2	-5	3	-6	-6
NS(=O)(=O)c1cc(Cl)c(Cl)c(S(N)(=O)=O)c1	-14	-4	10	10	3	0	25	3	-5
O=C(O)Cc1c(-c2ccccc2Cl)c2cc(Br)ccc2[nH]c1=O	11	-1	3	-3	-3	2	-6	2	4

Sorted by molar mass (lowest first): part of the list above
SMILES	ZTA DNA inh	PAD4 FP inh	EBNA-1 inhibitor	GSTO1 counter	LYPLA2 counter	LYPLA1 counter	PREPL inh	PAFAH1B3 inh	PAFAH2 inh
Cc1nnc(SCC(N)=O)n1CC1CCCO1 (stereo not drawn)	5	3	-17	-4	5	3	-5	5	-4
CC1(C)C2CCC(C2)C1(C)NC(=O)CN1CCOCC1 (stereo not drawn)	6	-1	11	-6	-4	-3	2	2	-2
Cc1cccc(C(=O)NCCNC(=O)c2cnccn2)c1	-10	1	-6	-5	-2	1	-1	9	-5
CN(C)/C=N/c1cnc(C(=O)c2ccc(Cl)cc2)n1C	8	-1	-9	-5	3	-1	11	0	5
CC(C(=O)Nc1ccccc1)N1CCN(C(=O)c2ccco2)CC1 (stereo not drawn)	-13	-7	.	.	4	2	17	-1	-3
CN1C(=O)[C@@H]2[C@@H]3C[C@@H]([C@H]4ON=C(c5ccc(Cl)cc5)[C@@H]34)[C@@H]2C1=O	1	-2	5	4	8	4	6	-5	-7
COCCOc1ccc(C(F)(F)F)cc1Nc1nc2ccccc2o1	-11	7	4	-4	-2	-5	3	-6	-6
COC(=O)CCC/C=C1/SCC(NC(=O)c2ccccc2)C1NC(C)=O (stereo not drawn)	2	-3	0	9	0	-3	5	1	4
COc1ccc(S(=O)(=O)N2CCOC2CNC(=O)C(=O)NCC(C)C)cc1 (stereo not drawn)	-13	5	0	1	0	1	-5	3	-3
CS(=O)(=O)N(Cc1ccc(Cl)cc1)c1ccc(C(=O)Nc2cccnc2)cc1	12	-7	14	-8	10	-4	-14	2	1
NC(=O)C1(N2CCCCC2)CCN(CC(=O)Nc2ccc(Oc3ccccc3)cc2)CC1	1	0	0	-2	-2	-3	10	-8	6
COCCCn1c(SCC(=O)n2c(C)c(C)c3ccccc32)nnc1-c1ccoc1C	7	5	8	-3	2	1	6	3	0

Later entries
SMILES	ZTA DNA inh	PAD4 FP inh	EBNA-1 inhibitor	GSTO1 counter	LYPLA2 counter	LYPLA1 counter	PREPL inh	PAFAH1B3 inh	PAFAH2 inh
O=C(O)/C=C/c1cccc(NC(=O)Nc2ccc([N+](=O)[O-])cc2)c1	-16	0	-9	-3	2	-3	11	3	0
CC(C)OCCCNCc1cccs1	2	-1	7	9	3	-1	-5	10	-4
COC(=O)CCNS(=O)(=O)c1ccc2ccccc2c1	2	-1	4	3	5	-2	-7	0	-5
O=C(Nc1ccc(Cl)c(S(=O)(=O)N2CCOCC2)c1)[C@@H]1CCCN1C(=O)c1cccs1	-3	-2	.	.	-1	-2	3	7	6
CC(=O)NS(=O)(=O)c1ccc(NC(=O)CSc2ccccc2)cc1	9	-2	-1	0	6	-1	-5	7	-1
COc1ccc(OCC(=O)Nc2ccc(N3CCN(C(=O)c4ccccc4C)CC3)cc2)cc1	1	1	6	1	2	2	33	-1	0
Cc1cc(C)n(CCOc2nonc2N)n1	-7	-1	1	10	1	1	2	16	9
CC1CCN(c2ccc3c(c2)S(=O)(=O)c2cccc(C(=O)NC4CCCCC4)c2C3=O)CC1	2	-4	.	.	2	-1	-6	-7	-6
CC(=O)N1CCc2cc(S(=O)(=O)NCCC(=O)NCCc3ccc(Cl)cc3)ccc21	-2	4	-3	-1	-5	-9	0	5	1
Cc1cc(C)n(-c2cc(N3CCN(S(=O)(=O)c4ccc(Cl)cc4)CC3)ccc2[N+](=O)[O-])n1	6	2	0	0	4	6	14	1	1
C=CCn1c(-c2csc(-c3ccccc3)n2)n[nH]c1=S	-15	4	-3	3	-2	-4	1	2	-3
CC(=O)Nc1cccc(CP(=O)(c2ccccc2)c2ccccc2)c1	3	3	7	1	4	-2	7	4	-2
O=C(COC(=O)c1ccc(Br)o1)NCc1ccccc1Cl	.	-8	.	.	.	.	2	0	18
CC(=O)c1cccc(NC(=O)/C(=C\c2ccco2)NC(=O)c2cccs2)c1	13	1	15	5	8	1	6	15	-14
COc1ccc(CNC(=O)C(c2ccncc2)N(C(=O)Cc2cccs2)c2cccnc2)cc1 (stereo not drawn)	-3	-2	4	2	-1	1	10	3	-1
O=C(CCc1ccccc1)Nc1ccccc1C(=O)N1CCOCC1	-8	5	-7	8	20	1	7	-2	-2
CC1Cc2cc(/C(O)=C3/C(=O)C(=O)N(CCCn4ccnc4)C3c3cccnc3)ccc2O1 (stereo not drawn)	-3	2	-8	6	-11	-6	-3	0	-3
CCOC(=O)c1c(C)[nH]c(C(=O)COC(=O)CNC(=O)c2ccc(Cl)cc2Cl)c1C	12	0	96*	0	0	2	-10	9	-4
NC(=O)CCc1nc2cc(C(F)(F)F)ccc2n(Cc2ccccc2)c1=O	19	-3	9	3	4	2	2	3	-5
CCCCN(CC)CCNC(=O)c1cc2c(=O)[nH]c3ccc(C)cc3c2s1	-18	-1	7	-6	-2	-2	-36	4	2
CCOc1cc(NC(=S)NCc2ccco2)c(OCC)cc1NC(=O)c1ccco1	-22	-5	-14	6	2	-3	1	3	4
CC(=O)N1CC(C)Sc2ccc(S(=O)(=O)NCc3ccc(Cl)cc3)cc21 (stereo not drawn)	-6	6	-3	4	8	1	7	3	4
CCOC(=O)c1[nH]ncc1CN1CCCC(C(=O)c2ccc(C(C)(C)C)cc2)C1 (stereo not drawn)	-25	0	-3	2	1	3	7	2	8
O=C(CSc1nnnn1C1CCCCC1)NCc1cccs1	8	-2	-9	2	-1	2	-2	4	0
O=C(c1cccc(N2CCCC2=O)c1)N1CCN(c2ccc(F)cc2)CC1	1	-1	0	2	13	0	19	7	-3
Cc1cccc(CN2CCN(C3CCCC3)C(CCO)C2)n1 (stereo not drawn)	-22	3	7	0	1	-3	1	-3	-3
CCn1c(SCC(=O)Nc2ccccc2N2CCOCC2)nnc1-c1ccccc1	6	0	-1	3	4	4	12	-4	5
Cc1cc(=O)oc(C)c1C(=O)NCCNC(=O)c1c(C)cc(=O)oc1C	10	-3	6	-1	1	2	13	-7	4
CNC(=O)c1nnn(Cc2ccccc2)c1NC(=O)C(F)(F)F	3	0	-6	-1	-2	1	-4	3	-2
Cc1cc(SCn2nnc3ccccc3c2=O)nc2ccccc12	2	-1	-5	4	-7	-2	10	11	4
COc1ccc(N(C(=O)c2snc(C(N)=O)c2N)C(CC(C)C)C(=O)NCC2CCCO2)cc1 (stereo not drawn)	2	-1	8	2	2	3	3	5	3
O=C(NCCC1=CCCCC1)C1CCC(=O)N(Cc2cccc(C(F)(F)F)c2)C1 (stereo not drawn)	6	1	3	-3	-4	4	7	9	1
CC(C)[C@H](NC(=O)N1CC(=O)Nc2ccccc21)C(=O)N1CCC[C@@H]1C(=O)O	2	0	2	1	1	-1	-4	6	6
CCn1c(=O)c(C(=O)NNS(=O)(=O)c2ccc(C)cc2)c(O)c2ccccc21	-8	-2	-13	-4	-13	-5	-2	11	6
CC1(C)C(C=C(Cl)Cl)C1C(=O)N/N=C/c1ccccc1F (stereo not drawn)	3	-2	-13	-1	0	-3	-13	14	2
CC(=O)N1N=C(c2cccs2)CC1c1ccc(C)o1 (stereo not drawn)	-27	2	0	2	13	4	6	8	0
O=C1C=C(c2ccccc2)CC(c2ccc(F)cc2)C1 (stereo not drawn)	11	3	2	-2	7	1	6	9	1
c1ccc(-c2oc3ncnc(NCCCN4CCOCC4)c3c2-c2ccccc2)cc1	-9	-3	4	1	-8	-2	14	4	9
COc1ccc(C2OC3=C(Nc4cc(C)c(C)cc4N3)C2=O)cc1 (stereo not drawn)	7	-1	-9	8	-9	-6	22	3	0
